Compound activity from PubChem BioAssay.
TRPC4 act = activators of mouse TRPC4 channel, primary screen, Fluo4 calcium, HEK293 TRPC4beta/mu-opioid cells; actives 0.49% (n = 310,000); AID 2237, 2010; Fluo4 calcium fluorescence; active compounds read high; B-score at 10 µM;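 active means B-score above 5 SD of library B-scores, and initial fluorescence ratio not above library mean plus 5 SD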;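 further: positive B-score marks a calcium rise read as TRPC4 activation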
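system = HEK293 cells stably co-expressing mouse TRPC4beta and mu-opioid receptor | schedule = Fluo4 dye loading 45 min at room temperature, 110 s recording | measure = B-scored integrated calcium fluorescence ratio | signal = Fluo4 calcium-sensitive dye fluorescence, kinetic, 1 Hz baseline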
MrgX1 antagonist = antagonists of human MrgX1 receptor, primary screen, HEK293 cells, Fluo-4 calcium flux. BAM8-22 antagonism; active compounds read low. B-score at 10 µM. actives 1.3% (n = 310,000);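 active means calcium-response B-score plate-corrected more than 3 library SD below zero, starting fluorescence within 5 deviations, no agonist response on first addition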;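 further: peak minus trough fluorescence over baseline after final BAM8-22 challenge near maximal dose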
TRPC6 inh = mouse TRPC6 channel inhibitors, primary screen, cell-based, HEK293, membrane potential dye; Short transient receptor potential channel 6 (Mus musculus), Q61143; ACh-evoked depolarization; active compounds read low; B-score at 10 µM; actives 1.1% (n = 310,000); AID 2553, 2010;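 active means B-score under library mean minus 3 SD, initial fluorescence not abnormally high, positive integrated signal ratio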;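 further: B-score derived from integrated fluorescence ratio over the kinetic read; more negative B-score means stronger inhibition of depolarization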
Target sequence (Q61143 whole entry, looked up): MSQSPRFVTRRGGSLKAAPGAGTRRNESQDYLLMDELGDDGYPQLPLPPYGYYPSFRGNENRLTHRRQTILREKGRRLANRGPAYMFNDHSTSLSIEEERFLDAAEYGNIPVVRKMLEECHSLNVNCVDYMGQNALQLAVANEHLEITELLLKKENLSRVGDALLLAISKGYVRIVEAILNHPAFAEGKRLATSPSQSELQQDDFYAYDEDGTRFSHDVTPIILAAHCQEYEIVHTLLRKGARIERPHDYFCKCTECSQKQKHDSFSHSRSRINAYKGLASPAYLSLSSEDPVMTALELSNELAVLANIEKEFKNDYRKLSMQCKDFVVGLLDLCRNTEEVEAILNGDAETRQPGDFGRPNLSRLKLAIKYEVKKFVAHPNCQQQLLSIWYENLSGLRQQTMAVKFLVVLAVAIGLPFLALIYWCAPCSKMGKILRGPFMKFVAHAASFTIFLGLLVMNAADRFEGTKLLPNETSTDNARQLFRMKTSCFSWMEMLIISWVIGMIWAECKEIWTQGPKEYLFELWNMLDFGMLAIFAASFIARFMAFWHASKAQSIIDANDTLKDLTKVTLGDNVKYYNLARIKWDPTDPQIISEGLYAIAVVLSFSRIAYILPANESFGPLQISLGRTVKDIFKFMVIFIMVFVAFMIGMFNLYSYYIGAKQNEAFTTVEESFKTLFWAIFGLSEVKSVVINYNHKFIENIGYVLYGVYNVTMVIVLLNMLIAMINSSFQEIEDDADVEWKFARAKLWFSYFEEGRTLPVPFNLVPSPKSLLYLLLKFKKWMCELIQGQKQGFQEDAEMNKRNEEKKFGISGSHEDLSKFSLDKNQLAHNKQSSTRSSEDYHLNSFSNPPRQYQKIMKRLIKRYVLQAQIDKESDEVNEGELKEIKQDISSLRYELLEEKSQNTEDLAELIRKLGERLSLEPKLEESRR
TRPC4 PAM = positive allosteric modulators of TRPC4, primary screen, cell-based, mouse TRPC4beta, HEK293 mu-opioid, Fluo-4 calcium | Short transient receptor potential channel 4 (Mus musculus), Q9QUQ5 | DAMGO EC20, Fluo-4 Ca2+ flux; active compounds read high | B-score at 10 µM | actives 0.42% (n = 310,000);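 active means B-score of calcium response area above 5 SD of library B-scores, with initial fluorescence ratio within 5 SD of library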;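 further: B-score of integrated fluorescence ratio over time as area under calcium response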
HIF act = HIF pathway transcriptional activators, primary screen, cell-based, U2OS HRE-luciferase, luminescence. U2OS HRE-luciferase reporter; normalized: DMSO 0%, desferrioxamine 100%. activation, % at 7.5 µM (by protocol). actives 0.32% (n = 300,000). AID 1910, 2009;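 active means mean activation of at least 10% of the iron chelator positive control signal, with at least half of replicates also reaching 10%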
KLF5 inhibitor = KLF5 expression inhibitors, primary screen, DLD-1 cells, luminescence. DLD-1 KLF5 promoter-luciferase reporter. inhibition, % at 5 µM. actives 0.23% (n = 290,000);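 active means inhibition above a per-plate limit of that plate's mean compound inhibition plus 3 SD, cut at about 60% in these data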;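 further: 0% = DMSO wells and 100% = LY294002 at 200 µM; higher means less KLF5 promoter-driven luciferase light; inactives centre near -14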
TRPC4 block = inhibitors of mouse TRPC4 channel, primary screen, Fluo4 calcium, HEK293 TRPC4beta/mu-opioid cells; B-score at 10 µM; Short transient receptor potential channel 4 (Mus musculus), Q9QUQ5; DAMGO-evoked Fluo4 calcium flux; active compounds read low; actives 0.39% (n = 300,000);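 active means B-score over 3 SD under the library average, no early fluorescence shift, positive overall ratio signal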
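Material: HEK293 cells with stable TRPC4beta plus mu-opioid receptor expression; probe or stimulus: DAMGO in two steps, submaximal then maximal; technique: Fluo4 calcium fluorescence by kinetic imaging, 5 s 1 Hz baseline; measure: integrated fluorescence ratio relative to baseline, converted to per-well B score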
TRPC6 act = mouse TRPC6 channel activators, primary screen, cell-based, HEK293, membrane potential dye | Short transient receptor potential channel 6 (Mus musculus), Q61143 | HEK293-TRPC6 membrane potential dye fluorescence; active compounds read high | B-score at 10 µM | actives 0.13% (n = 310,000);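 active means B-score of the integrated fluorescence ratio above library mean plus 3 SD, and starting fluorescence ratio within library mean plus 5 SD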;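 further: higher score means more depolarization so channel activation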
SKKanGAS inh = S. pyogenes SKKanGAS growth inhibitors in kanamycin, primary screen, streptokinase expression inhibitor project, SKKanGAS strain, BacTiter-Glo luminescence; 6 h; inhibition, % at 7.5 µM; actives 1.3% (n = 300,000); AID 1662, 2009;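 active means mean replicate score, as percent of positive control median, at least 50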;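 further: strain carries kanamycin resistance gene driven by streptokinase promoter and grows in 40 µg/ml kanamycin; loss of luminescence reflects streptokinase promoter inhibition or plain growth inhibition; 0% = median of DMSO wells and 100% = positive control at its reference dose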
aSyn UTR inh = MLPCN primary screen, SNCA 5' untranslated region; alpha-synuclein 5'UTR reporter, inhibitor activity; inhibition, % (tested at 7.5 µM); actives 0.82% (n = 300,000); AID 1813, 2009; in the data active means inhibition above about 60%;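 further: H4 neuroglioblastoma cells stably carrying SNCA 5'UTR luciferase fusion; 0% = DMSO wells and 100% = positive control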
IEC-6 tox = cytotoxicity in IEC-6 intestinal epithelial cells, primary screen, cytotoxicity control for KLF5 inhibitor project, cell-based, luminescence; IEC-6 cytotoxicity, luminescence viability; inhibition, % at 5 µM; actives 0.78% (n = 290,000); AID 1825, 2009; in the data active means inhibition above about 22%;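 further: 0% = plate median of test compound wells and 100% = cytotoxic reference compound wells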
An asterisk follows results filed as active; i = inactive; · = no result given.

SMILES | TRPC4 act | MrgX1 antagonist | TRPC6 inh | TRPC4 PAM | HIF act | KLF5 inhibitor | TRPC4 block | TRPC6 act | SKKanGAS inh | aSyn UTR inh | IEC-6 tox
CCN(C(=O)CSc1nnc(-c2c[nH]c3ccccc23)o1)C1CCS(=O)(=O)C1 (stereo unspecified) | i | i | i | i | 0.7 | 3.9 | i | i | -9.1 | -5.1 | 0.0
CCOc1ccc(C(=O)NC(=S)NCc2cccnc2)cc1 | i | i | i | i | -0.1 | -14.7 | i | i | -2.5 | -22.2 | 5.8
CC12CN(NC(=O)c3ccccc3F)C3(C#N)CC1CCC23C (stereo unspecified) | i | i | i | i | -0.7 | -3.8 | i | i | -1.9 | -10.0 | 3.5
COc1ccccc1CNC(=O)c1ccc(CS(=O)(=O)c2ccccc2OC)o1 | i | i | i | i | -0.9 | -11.6 | i | i | 1.4 | 10.2 | 0.7
O=C(CN1C(=O)CCC1=O)Nc1nc(-c2ccc3ccccc3c2)cs1 | i | i | i | i | 0.9 | -62.2 | i | i | -3.3 | -34.6 | 0.5
COc1cc(-c2nc3ccccc3s2)ccc1O | i | i | i | i | 2.8 | -92.7 | i | i | 1.6 | -221.7 | 4.8
CNC(=O)[C@H](C)[C@@H]1C[C@@]1(C)[C@@H](NC(=O)OCc1ccccc1)c1ccccc1 | i | i | i | i | -0.5 | -12.3 | i | i | -0.1 | 4.9 | -4.6
COCCN1C(=O)C(=O)/C(=C(/O)c2ccc(S(=O)(=O)N3CCOCC3)cc2)C1c1cccc(OC)c1 (stereo unspecified) | i | i | i | i | 0.0 | -7.5 | i | i | 2.1 | 20.7 | -3.5
Cc1cccc(Nc2ncccc2C(=O)O)c1C | i | i | i | i | 0.3 | 2.1 | i | i | -0.8 | -5.6 | -1.4
COc1ccc(N/N=C(\C#N)C(N)=O)cc1 | i | i | i | i | -0.2 | -9.5 | i | i | -3.2 | -12.7 | 6.8
N/C(=N\OC(=O)c1ccc(Cl)cc1Cl)c1ccccc1 | i | i | i | i | -1.0 | -40.2 | i | i | 16.4 | 15.0 | -0.6
COc1ccccc1N1CCN(/N=C/C=C\c2ccco2)CC1 | i | i | i | i | 1.7 | -110.9 | i | i | -7.1 | -135.7 | -6.7
Cc1nn(C)cc1CN(C)Cc1c(C(=O)N(C)Cc2ccccc2)nc2ccccn12 | i | i | i | i | -0.7 | -8.3 | i | i | -2.7 | -18.6 | 0.8
COc1cc(C)nc(SCC(N)=O)n1 | i | i | i | i | -0.2 | 16.0 | i | i | -8.1 | -1.4 | 5.0
COc1ccc(N2CCN(C(=O)C(Cc3ccccc3)n3cccc3)CC2)cc1 (stereo unspecified) | i | i | i | i | -0.2 | -19.5 | i | i | 2.6 | 10.2 | 4.6
CCCC1Cc2[nH]c(=O)c(C#N)cc2CO1 (stereo unspecified) | i | i | i | i | -0.5 | -3.6 | i | i | -14.8 | 2.2 | 0.5
Cc1onc(-c2ccccc2Cl)c1C(=O)Nc1nc2c(s1)CCCC2 | i | i | i | i | 1.8 | -36.0 | i | i | 2.3 | -121.3 | -7.2
Cc1ccc(OCc2ccc(C(=O)N3CCCC3)o2)cc1C | i | -5.32* | i | i | 2.4 | -42.1 | i | i | -0.9 | -82.5 | 7.2
CC1=C(C(=O)OCc2ccccc2)C(c2ccc(C#N)cc2)NC(=O)N1CCCC(=O)O (stereo unspecified) | i | i | i | i | -1.1 | -11.7 | i | i | 3.0 | -18.6 | -11.3
O=C(Nc1c(F)cccc1F)c1ccc2c(c1)CCN2S(=O)(=O)c1ccccc1 | i | i | i | i | -1.0 | 14.9 | i | i | -0.9 | 28.5 | 8.7
Cc1cc(NC(=O)c2ccc(Cl)cc2Cl)no1 | i | i | i | i | 1.8 | -124.3 | i | i | 4.6 | -185.1 | 0.1
COc1ccc(NC(=O)CC(NCCc2ccccc2)C(=O)O)c(OC)c1 (stereo unspecified) | i | i | i | i | -0.2 | 5.1 | i | i | -2.6 | 4.1 | 2.1
Cc1ccc(S(=O)(=O)N2CCCC(C(=O)NCc3cccnc3)C2)cc1Cl (stereo unspecified) | i | i | i | i | -0.3 | -2.5 | i | i | 2.2 | 14.8 | 0.1
O=C1CCCN2N=C(SCC(=O)Nc3nccs3)SC2=N1 | i | i | i | i | 0.5 | -19.1 | i | i | 1.2 | -5.2 | -1.3
O=C(O)CSc1nc2ccc(C(=O)c3ccccc3)cc2[nH]1 | i | i | i | i | -25.7 | -50.7 | i | i | 11.8 | -11.3 | -1.3
C/C(=N/OCC(=O)NCCCCCCNC(=O)CO/N=C(/C)c1cccs1)c1cccs1 | i | i | i | i | -0.3 | 26.8 | i | i | -7.6 | -4.8 | 1.1
O=c1[nH]c(COc2ccc(Cl)cc2Br)nc2ccccc12 | i | i | i | i | 3.2 | -159.5 | i | i | 5.1 | -123.1 | 1.6
COc1cc(/C=N/Nc2ccc(S(N)(=O)=O)cc2)cc(OC)c1OC | i | i | i | i | 0.3 | 13.3 | i | i | -2.5 | -22.2 | 4.5
Cc1cc(C)n2nc(C(=O)OCC(=O)N3CC(C)CC(C)C3)nc2n1 (stereo unspecified) | i | i | i | i | -0.1 | · | i | i | -1.5 | -8.8 | ·
Cc1cc(NC(=O)CSc2ccc(-c3nc4cc(C)c(C)cc4[nH]3)cn2)no1 | i | i | i | i | -2.3 | -147.2 | i | i | 16.5 | -99.9 | 5.6
CCS(=O)(=O)c1ccc(NC(=O)c2ccccc2Cl)c(O)c1 | i | i | i | i | -0.1 | -10.4 | i | i | -0.2 | 1.5 | -0.5
O=C(CN1CCN(S(=O)(=O)N2CCCCC2)CC1)Nc1ccc(Cl)c(Cl)c1 | i | i | i | i | -0.4 | 14.3 | i | i | -4.6 | -1.1 | 2.6
COc1ccc(S(=O)(=O)N2CCOC23CCN(S(=O)(=O)c2ccc(F)cc2)CC3)cc1 | i | i | i | i | 0.0 | · | i | i | -6.8 | -7.7 | ·
COc1ccccc1OCCSc1nc2ccccc2n1CC(N)=O | i | i | i | i | -1.5 | -16.0 | i | i | -6.2 | -3.4 | -1.0
CC(=O)OC1CC2(C)/C(=N\O)CCC2C2CCc3cc(O)ccc3C12 (stereo unspecified) | i | i | i | i | 0.6 | -28.9 | i | i | -1.4 | 27.6 | -0.2
O=C(NCCCc1ccccc1)C1CC1 | i | i | i | i | 0.1 | · | i | i | -1.4 | 8.9 | ·
CCOC(=O)/C(=C/Nc1ccc(F)cc1)[N+](=O)[O-] | i | i | i | i | 0.5 | -2.6 | i | i | 3.9 | -5.9 | -1.7
CN1CCN(c2ccc(NC(=O)c3cc4ccccc4o3)cc2)CC1 | i | i | -5.17* | i | 1.4 | -157.0 | i | i | -2.7 | -64.0 | -11.2
CCCc1cc(Nc2ccccc2)n2ncnc2n1 | i | i | i | i | -0.9 | -40.1 | i | i | -5.0 | 17.1 | 2.9
Cc1cc(C(=O)Nc2ccccc2C)c2ccccc2n1 | i | i | i | i | -27.3 | -36.5 | i | i | -3.9 | 21.8 | -3.4
O=C(Oc1ccc(O)cc1)C12CC3CC(CC(C3)C1)C2 | i | i | i | i | -1.8 | -13.4 | i | i | 24.3 | -32.9 | -9.6
CCOC(=O)CNc1nc(Cl)nc(Nc2ccccc2)n1 | i | i | i | i | 0.2 | -29.4 | i | i | -5.0 | 5.5 | -1.7
Cc1ccccc1CSc1nnc(-c2ccncc2)n1C | i | i | i | i | -0.3 | -39.7 | i | i | -1.3 | -20.1 | -3.8
O=C1c2ccccc2NC(c2cn[nH]c2-c2ccc(Cl)cc2)N1O (stereo unspecified) | i | i | i | i | 1.4 | -8.8 | i | i | -15.7 | -27.8 | 4.5
CC(=O)c1ccc(N2C(=O)[C@@H]3C(C(=O)CCN4C(=O)c5ccccc5C4=O)=NN[C@@H]3C2=O)cc1 | i | i | i | i | -0.3 | -18.9 | i | i | -15.5 | -6.4 | -3.2
CC(CC(=O)O)CC(=O)Nc1nncs1 (stereo unspecified) | i | i | i | i | -0.4 | 3.0 | i | i | 0.6 | -0.9 | -0.6
COc1ccc(OC)c(N(C(=O)c2snc(C(N)=O)c2N)C(C(=O)NCC2CCCO2)c2ccc3ncccc3c2)c1 (stereo unspecified) | i | i | i | i | -46.5 | 7.7 | i | i | 15.4 | 0.9 | -1.1
COCCN1C(=O)c2oc3cc(C)c(C)cc3c(=O)c2C1c1cccc(O)c1 (stereo unspecified) | i | i | i | i | 0.1 | -1.3 | i | i | -0.9 | 27.8 | -1.4
COc1ccccc1C(=O)O/N=C(/C)c1ccc(N2C(=O)C3CCCCC3C2=O)cc1 (stereo unspecified) | i | i | i | i | -0.3 | -19.3 | i | i | 5.7 | -20.1 | 4.4
CCOC(=O)CC(NC(=O)Cn1nnc(-c2ccccc2)n1)c1ccc(OC)cc1 (stereo unspecified) | i | i | i | i | 0.0 | 5.2 | i | i | -3.6 | 18.6 | 1.3
CCCCCOc1ccc(C(C)(O)C(CN2CCOCC2)c2ccccc2)cc1 (stereo unspecified) | i | i | i | i | 0.6 | -0.6 | i | i | 5.6 | 10.1 | 8.3
O=C(OC1CCOC1=O)c1ccc(N2CCCC2)c([N+](=O)[O-])c1 (stereo unspecified) | i | i | i | i | 0.0 | 5.2 | i | i | 2.0 | 23.5 | 0.3
Cc1onc(-c2c(F)cccc2Cl)c1C(=O)NCc1cccs1 | i | i | i | i | -0.6 | -18.6 | i | i | -3.2 | 1.7 | -1.0
O=C(NCc1cccnc1)C12CC3CC(CC(Cl)(C3)C1)C2 | i | i | i | i | -0.4 | 6.4 | i | i | -17.4 | -4.0 | -6.5
O=S(=O)(NC1CCCCC1NS(=O)(=O)c1ccc(F)cc1)c1ccc(F)cc1 (stereo unspecified) | i | i | i | i | -0.2 | -39.6 | i | i | -3.4 | -14.4 | 1.7
Cc1cc(N2CC(C(=O)NCc3cccnc3)CC2=O)ccc1C(C)C (stereo unspecified) | i | i | i | i | -0.3 | -0.8 | i | i | -3.4 | -8.0 | 6.6
